RAD54 branch: blocks human RAD54 Holliday junction branch migration; Q92698; actives 0.14% (n = 360,000); inhibition, % at 10.4 µM; AID 602329; FAM/BHQ fluorescence;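 active = mean normalized replicate activity at least 40 and at least half of replicates scoring 40 or more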;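 also: 0% = median of neutral control wells and 100% = median of positive control wells; inhibitors cause a drop in the FAM fluorescence signal; in these data hits start at about 50%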
Target sequence (Q92698 whole entry, looked up): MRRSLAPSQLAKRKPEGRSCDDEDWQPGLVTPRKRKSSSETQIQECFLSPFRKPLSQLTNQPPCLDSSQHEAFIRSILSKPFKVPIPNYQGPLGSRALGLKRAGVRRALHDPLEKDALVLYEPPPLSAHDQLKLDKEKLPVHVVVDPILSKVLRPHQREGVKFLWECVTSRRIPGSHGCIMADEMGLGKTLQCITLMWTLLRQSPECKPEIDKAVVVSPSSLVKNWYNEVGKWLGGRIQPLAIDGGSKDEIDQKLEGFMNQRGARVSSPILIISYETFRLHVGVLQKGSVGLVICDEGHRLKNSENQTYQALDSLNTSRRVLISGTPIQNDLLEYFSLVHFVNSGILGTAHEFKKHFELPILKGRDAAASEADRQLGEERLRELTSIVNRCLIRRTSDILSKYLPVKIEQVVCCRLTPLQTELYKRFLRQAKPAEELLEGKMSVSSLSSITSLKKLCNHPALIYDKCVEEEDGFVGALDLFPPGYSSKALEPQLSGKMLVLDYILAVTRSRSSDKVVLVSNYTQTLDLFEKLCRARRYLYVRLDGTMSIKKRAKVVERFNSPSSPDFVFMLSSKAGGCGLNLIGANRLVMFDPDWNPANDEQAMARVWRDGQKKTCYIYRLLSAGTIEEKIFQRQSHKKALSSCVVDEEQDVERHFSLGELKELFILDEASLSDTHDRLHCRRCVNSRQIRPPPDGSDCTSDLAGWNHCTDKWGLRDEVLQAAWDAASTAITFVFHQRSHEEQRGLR
INS-1E GSIS act: primary screen for activators of insulin secretion dependent on glucose, INS-1E cells, GLuc reporter luminescence | INS-1E GLuc reporter insulin secretion, 2-3 h | activation, % at 16.6 µM | actives 0.61% (n = 370,000);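 active = lowest replicate activation of at least 40%, so every replicate reaches that level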;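 also: 0% = median of neutral control wells and 100% = median of IBMX positive control wells; some compounds called inactive have numbers as strong as hits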
esBAF inh: inhibitors of esBAF chromatin remodeling in mouse ES cells | AID 602393 | actives 2% (n = 350,000) | Bmi1-luciferase knock-in reporter, 24 h; 100% = twice the neutral-well signal | reporter increase, % at 12.5 µM; in the data active = activation above about 40%;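 also: 0% = median of the plate's neutral control wells and 100% = double that signal; a rise in the Bmi1 reporter signal indicates esBAF inhibition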
ERAP1 inh: blocks human ERAP1 aminopeptidase activity | Q9NZ08 | recombinant ERAP1, Leu-AMC fluorescence, 60 min | inhibition, % at 10.7 µM | actives 0.15% (n = 340,000) | AID 652197;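 active = mean replicate inhibition of at least 30%, or all replicates individually reaching that 30% level; inactive = mean below 30% and not every replicate reaching it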;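 also: 0% = neutral control wells and 100% = L-leucinethiol positive control wells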
RAD52 inh: inhibitors of human RAD52 DNA annealing. actives 0.46% (n = 360,000). recombinant RAD52 DNA annealing, FRET fluorescence. AID 651710. inhibition, % at 18.7 µM. P43351;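 active = every replicate showing at least 50% inhibition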
Xi reactivation: X-chromosome reactivation activator; AID 743238; XiGFP mouse fibroblasts, % GFP-positive cells imaging, 3 d; cells co-treated with 5-aza-dC sensitizer; scaled so ellipticine positive control = 100%; activation, % at 7.58 µM; actives 0.055% (n = 360,000);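 active = mean normalized replicate activation at least 10% and every replicate at or above 10%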;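 also: 0% = median of on-plate neutral control wells and 100% = ellipticine 6 µM median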
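Assay system – SV40-immortalized XiGFP fibroblast cells, line 68-5-11 · Buffer or medium – DMEM supplemented with 5-aza-dC as sensitizing agent · Dosing – one concentration, pinned · Benchmarks – positive control ellipticine, 6 µM final · Times – 3 days compound exposure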
F508del corr: correctors of CFTR F508del function in bronchial epithelial cells; CFBE cells, YFP halide quenching; stimulated with forskolin plus potentiator P3; % fluorescence drop versus neutral controls; activity (quench increase), % at 7.58 µM; actives 0.36% (n = 350,000); AID 720511;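 active = mean added fluorescence quench of at least 8% versus neutral control, with both replicates also reaching 8%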;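 also: cells transiently co-express mutant CFTR-F508del with the halide-sensitive YFP; corrector assay measuring rescue of mutant channel to the surface after 24 h compound exposure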
ARNT TACC3 PPI: disruptors of human ARNT/TACC3 interaction; Q9Y6A5; AlphaScreen His-ARNT PAS-B/GST-TACC3 binding, luminescence; TACC3 fragment carries E629A point mutation; inhibition, % at 9.99 µM; actives 0.66% (n = 390,000); AID 623870;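 active = mean inhibition of replicates at least 50% and at least half of replicates each reaching 50%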;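 also: 0% = complete ARNT plus TACC3 wells and 100% = ARNT alone without TACC3; many hits fall short of the cut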
Numbers without * were called inactive; nt = no result given; & = joins results of further samples.

SMILES	RAD54 branch	INS-1E GSIS act	esBAF inh	ERAP1 inh	RAD52 inh	Xi reactivation	F508del corr	ARNT TACC3 PPI
NC(=O)c1ccc[n+](CC(=O)c2cccc([N+](=O)[O-])c2)c1	-8.3	18.6	2.4	-1.3	-13.6	0.2	0.6	4.2
O=C(Nc1ccc(S(=O)(=O)Nc2nccs2)cc1)c1cccc(F)c1	1.3	-0.8	6.7	-3.5	-106.1	-0.1	0.7	-6.9
C[C@@H]1CCCCO[C@H](CN(C)C(=O)Cc2ccccc2)[C@@H](C)CN([C@H](C)CO)C(=O)c2cc(NS(=O)(=O)c3ccc(F)cc3)ccc2O1	nt	-16.6	nt	3.0	7.5	0.4	0.4	nt
C[C@@H]1CN([C@H](C)CO)C(=O)c2cc(C#CC(C)(C)O)cnc2O[C@@H]1CN(C)C(=O)C1CC1	-0.2&3.6&-3.6	11.0&14.7	-3.6&-3.6&0.3	-4.7&-2.1&-0.1	1.0&-7.4&10.6	0.5&0.3	-0.3&0.1&-1.2	-11.2
COc1ccc(-c2noc(CSc3nc4sc(C)c(C)c4c(=O)n3-c3ccccc3)n2)cc1OC	7.3	8.5	6.7	-0.7	-20.6	nt	0.3	2.6
N#CCSc1ncnc2ccccc12	nt	2.5	-14.0	0.7	-33.5	-0.1	0.5	-0.5
Clc1ccc2ncc(-c3nnnn3-c3ccccc3)c(-c3ccccc3)c2c1	-6.9	-14.8	-8.2	nt	nt	nt	nt	-4.1
C=CCn1c(SCC(=O)N2CC(C)OC(C)C2)nnc1-c1ccncc1 (stereo not given)	-12.2	13.6	-4.4	49.1*	-6.2	-0.1	0.9	nt
COc1cccc(CSc2nnc(C(F)(F)F)n2Cc2ccc(F)cc2)c1	nt	-5.7	nt	1.8	-10.4	nt	0.2	-7.0
CCOCc1nnc(NC(=O)c2ccc(NC(C)=O)cc2)s1	nt	15.0	nt	0.2	-11.6	-0.1	2.2	-5.7
C[C@H](NC(=O)C(c1ccccc1)c1ccccc1)c1ccccc1	11.9	-4.1	-3.4	-0.1	-4.2	0.0	-3.7	-3.1
O=C(CN1C(=O)NC2(CCCC2)C1=O)Nc1cc(Cl)ccc1N1CCCC1	-2.6	-10.8	-2.0	-2.7	-7.9	-0.1	-0.2	nt
COc1ccc(C2Nc3ccccc3C(=O)N2Cc2ccco2)cc1COc1ccc(F)cc1 (stereo not given)	4.8	2.3	-16.1	nt	nt	nt	nt	-2.5
CCOC(=O)C1CCCN(CC(O)COCc2ccc3c(c2)OCO3)C1 (stereo not given)	0.3	-0.7	-2.5	-0.7	-8.8	0.3	3.1	nt
O=C1c2ccccc2C(=O)N1CCc1c[nH]c2ccc(O)cc12	-5.8	0.4	7.7	-3.4	-10.5	0.0	0.2	-6.0
CCc1ccc(OCC(=O)NN2Cc3ccccc3C2=N)cc1	nt	-0.7	nt	2.9	-7.6	0.2	0.1	-9.3
CCOC(=O)N1CCN(C(=O)COC(=O)CNC(=O)c2ccc(Cl)cc2Cl)CC1	6.9	3.4	1.7	-1.5	-7.3	0.0	1.2	9.1
O=C1CN(C(=O)COC(=O)/C=C/c2ccc(S(=O)(=O)N3CCOCC3)cc2)c2ccccc2N1	nt	nt	nt	-2.2	-18.3	-0.1	0.1	-2.8
CCOc1cc(NCCN2CCOCC2)c([N+](=O)[O-])cc1OCC	4.0	7.3	0.0	-1.0	-2.4	0.1	-1.6	-1.5
O=S(=O)([N-]c1nc2ccccc2nc1-[n+]1ccc(CCCc2ccccc2)cc1)c1cccs1	-6.4	-15.5	nt	-2.3	-29.6	0.0	-2.8	-11.1
COc1cccc(COC(=O)c2cc(S(=O)(=O)N3CCOCC3)ccc2Cl)c1OC	-7.1	-22.7	-3.7	-0.1	-12.1	0.7	2.6	0.6
CN1CCN(C(=O)C[C@H]2CC[C@H]3[C@@H](COC[C@H](O)CN3C(=O)Nc3ccc(F)cc3)O2)CC1	1.9	7.0	-1.1	-4.1	4.4	0.0	-1.4	-3.7
Cc1noc(C)c1C(=O)N1CCC1(C)C(=O)NS(=O)(=O)c1ccc(C#N)cc1 (stereo not given)	3.6	-7.6	1.9	-3.6	-9.2	0.0	1.3	nt
CN1C(=O)c2cc(NC(=O)C3CCCC3)ccc2OC[C@H]2O[C@@H](CC(=O)NCC3CC3)CC[C@@H]21	-5.3	7.3	-0.5	-1.7	0.0	0.0	-1.7	-1.8
COc1ccccc1Nc1nc2nonc2nc1N1CCCCC1C (stereo not given)	nt	-15.0	nt	2.3	-24.4	0.1	-0.2	1.3
Next part
SMILES	RAD54 branch	INS-1E GSIS act	esBAF inh	ERAP1 inh	RAD52 inh	Xi reactivation	F508del corr	ARNT TACC3 PPI
CC1(C(=O)NS(=O)(=O)c2ccccc2Cl)CCN1C(=O)CC(c1ccccc1)c1ccccc1 (stereo not given)	-1.8	-16.1	2.7	0.6	-7.0	0.0	-1.1	nt
O=C(NC1=NCCS1)[C@H](Cc1ccccc1)N1C(=O)c2ccccc2C1=O	1.0	20.8	-1.3	nt	nt	nt	nt	1.3
Cc1cc(=O)oc2cc(OCc3nnc(-c4ccccc4Br)o3)ccc12	-7.4	-8.9	-3.1	nt	nt	nt	nt	-24.3
O=C(NC(=S)Nc1cccc(Cl)c1N1CCOCC1)c1cccs1	nt	3.9	nt	-1.3	-16.6	-0.6	-2.9	-3.9
COCC(=O)N1C[C@H](C)[C@@H](OC)CN(C)C(=O)c2cc(NC(=O)c3cnccn3)ccc2OC[C@H]1C	-4.4	4.7	-3.3	-1.8	-12.3	-0.3	1.7	-3.4
OC(c1cccc(Cl)c1)c1nc(-c2ccc3c(c2)OCO3)cs1 (stereo not given)	-3.9	-6.2	1.6	2.8	-5.6	0.3	0.0	nt
CC1(C(=O)NS(=O)(=O)c2cccc(F)c2)CCN1C(=O)c1cccc2ccccc12 (stereo not given)	-4.6	0.2	4.3	7.6	-8.5	0.0	0.2	nt
C[C@H](CO)N1C[C@H](C)[C@H](CN(C)S(=O)(=O)c2cn(C)cn2)Oc2ccc(NC(=O)Nc3ccc4c(c3)OCO4)cc2C1=O	-2.7	0.7	4.6	3.0	5.7	0.4	0.1	-6.0
C[C@H]1CN([C@@H](C)CO)C(=O)c2cccc(NC(=O)Nc3ccccc3)c2O[C@@H]1CN(C)Cc1ccccc1	nt	8.9	-3.2	nt	nt	-1.5	2.5	nt
Cc1ccc(C)c(S(=O)(=O)Nc2ccc(C(=O)NCCCN(C)C)cc2)c1	5.1	9.1	-0.9	-2.2	1.7	0.0	-0.2	nt
Cc1noc(C)c1S(=O)(=O)Nc1ccc2c(c1)C(=O)N([C@@H](C)CO)C[C@@H](C)[C@H](CN(C)Cc1ccc(C(=O)O)cc1)O2	11.8	6.3	-7.7	-1.5	6.2	0.1	-3.2	1.1
CO[C@H]1CN(C)C(=O)c2cc(NC(=O)c3nc4ccccc4s3)ccc2OC[C@H](C)N(Cc2cncnc2)C[C@H]1C	-12.2	-27.8	-12.8	0.9	16.0	0.0	2.4	0.3
Cc1ccc2cc(CN(Cc3ccco3)C(=O)c3ccco3)c3nnnn3c2c1	-8.2	9.1	0.2	3.5	2.4	0.0	-1.0	-11.7
CCn1ccnc1CN(C)C(=O)C1CCC(=O)N(CCc2cccc(F)c2)C1 (stereo not given)	6.9	-0.4	-9.7	1.1	-11.5	0.0	-2.9	2.9
Cc1nc(SCC(=O)c2ccc(F)cc2)c([N+](=O)[O-])[nH]1	-2.7	1.6	-7.9	nt	nt	nt	nt	1.0
Cc1nn(C)c(C)c1C1C(C#N)=C(N)OC2=C1C(=O)CC(C)(C)C2 (stereo not given)	6.4	4.8	nt	2.7	-3.9	0.4	2.1	3.5
O=C1NCCOC(=O)[C@H](Cc2ccc(F)cc2)CC/C=C/C[C@@H]1CC(=O)N(CCO)Cc1ccccc1	-3.9	nt	0.2	-1.8	-6.6	0.0	1.7	-7.5
COc1cc(/C=C/C(=O)c2ccccc2O)cc(OC)c1OC	0.3	-13.6	4.8	0.9	-5.2	nt	0.2	-14.6
CCCCC1CC(C)(C(=O)CSc2nc3ccccc3s2)OC1=O (stereo not given)	7.6	5.0	5.3	nt	nt	nt	nt	-10.1
O=C(N[C@H](C(=O)N1CCC[C@H]1C(=O)NCCc1ccccc1Cl)c1ccccc1)C1CCCC1	nt	nt	nt	0.7	-3.0	-0.1	0.6	nt
CC1=C(C(=O)NCc2ccc3c(c2)OCO3)C2(CCC(C)CC2)OC1=O (stereo not given)	6.0	nt	-7.2	0.9	-1.4	0.1	3.2	0.9
CN(C)S(=O)(=O)c1cc(NC(=O)c2ccc(-n3ccnc3)c([N+](=O)[O-])c2)ccc1Cl	1.2	-24.2	2.5	-3.0	-9.7	0.0	-1.2	nt
Cc1cc(C)c2c(N)c(C(=O)Nc3ccccc3Cl)sc2n1	-8.1	-0.5	nt	3.6	-4.9	0.3	0.7	nt
c1ccc(CNC2=NCCCC2)cc1	14.0	14.6	-7.6	nt	nt	nt	nt	1.5
c1ccc2c(c1)oc1c(-c3cccc4nccn34)cccc12	3.5	2.2	3.8	-2.3	-14.8	0.0	-0.5	nt
O=C(Cc1cccc(C(F)(F)F)c1)Nc1ccc(S(=O)(=O)N2CCCC2)cc1	-11.0	-39.1	-8.5	1.5	-20.3	1.4	-0.4	-2.3
COn1c(=O)c(-c2ccccc2)[n+]([O-])c2ccccc21	-5.4	13.3	-2.2	2.2	-8.2	0.2	-0.3	4.1
Cn1ccnc1Sc1cc(Cl)ccc1[N+](=O)[O-]	nt	-10.0	nt	0.6	-9.9	0.0	1.5	-0.7

11 entries from above, sorted by heavy-atom count, low to high:
SMILES	RAD54 branch	INS-1E GSIS act	esBAF inh	ERAP1 inh	RAD52 inh	Xi reactivation	F508del corr	ARNT TACC3 PPI
Cc1nc(SCC(=O)c2ccc(F)cc2)c([N+](=O)[O-])[nH]1	-2.7	1.6	-7.9	nt	nt	nt	nt	1.0
OC(c1cccc(Cl)c1)c1nc(-c2ccc3c(c2)OCO3)cs1 (stereo not given)	-3.9	-6.2	1.6	2.8	-5.6	0.3	0.0	nt
CCCCC1CC(C)(C(=O)CSc2nc3ccccc3s2)OC1=O (stereo not given)	7.6	5.0	5.3	nt	nt	nt	nt	-10.1
Cc1cc(=O)oc2cc(OCc3nnc(-c4ccccc4Br)o3)ccc12	-7.4	-8.9	-3.1	nt	nt	nt	nt	-24.3
Cc1ccc(C)c(S(=O)(=O)Nc2ccc(C(=O)NCCCN(C)C)cc2)c1	5.1	9.1	-0.9	-2.2	1.7	0.0	-0.2	nt
CCn1ccnc1CN(C)C(=O)C1CCC(=O)N(CCc2cccc(F)c2)C1 (stereo not given)	6.9	-0.4	-9.7	1.1	-11.5	0.0	-2.9	2.9
Cc1ccc2cc(CN(Cc3ccco3)C(=O)c3ccco3)c3nnnn3c2c1	-8.2	9.1	0.2	3.5	2.4	0.0	-1.0	-11.7
CN(C)S(=O)(=O)c1cc(NC(=O)c2ccc(-n3ccnc3)c([N+](=O)[O-])c2)ccc1Cl	1.2	-24.2	2.5	-3.0	-9.7	0.0	-1.2	nt
O=C(N[C@H](C(=O)N1CCC[C@H]1C(=O)NCCc1ccccc1Cl)c1ccccc1)C1CCCC1	nt	nt	nt	0.7	-3.0	-0.1	0.6	nt
COCC(=O)N1C[C@H](C)[C@@H](OC)CN(C)C(=O)c2cc(NC(=O)c3cnccn3)ccc2OC[C@H]1C	-4.4	4.7	-3.3	-1.8	-12.3	-0.3	1.7	-3.4
CO[C@H]1CN(C)C(=O)c2cc(NC(=O)c3nc4ccccc4s3)ccc2OC[C@H](C)N(Cc2cncnc2)C[C@H]1C	-12.2	-27.8	-12.8	0.9	16.0	0.0	2.4	0.3

Compound activity: PubChem, Broad Institute
